High-throughput results as filed in PubChem BioAssay.
Vif inh – blocks HIV Vif function. inhibition, % at 7.49 µM. HEK293T cells, Vif self-association by quenched fluorescence, imaging, 24 h. 0.35% of 340,000 active; in the data active = inhibition above about 50%, passing the limit was not always enough; note: some results filed as inactive read as strong as hits
Granule exo inh – blocks lytic granule exocytosis | TALL-104 LAMP-1 surface exposure, flow cytometry; cells stimulated with thapsigargin and PMA | inhibition, % at 10 µM | 0.66% of 360,000 active;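 active = inhibition above about 55%, limit read from the data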
PDI inh – inhibitors of human protein disulfide isomerase; 0.052% of 350,000 active; P07237; AID 588391; inhibition, % at 10 µM; PDI insulin aggregation turbidity, A650, 90 min;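 active = mean inhibition across replicates of 30% or more, whatever share of single replicates reach that level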;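 note: absorbance from insulin aggregation driven by PDI reduction with DTT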
Target sequence (P07237 whole entry, looked up): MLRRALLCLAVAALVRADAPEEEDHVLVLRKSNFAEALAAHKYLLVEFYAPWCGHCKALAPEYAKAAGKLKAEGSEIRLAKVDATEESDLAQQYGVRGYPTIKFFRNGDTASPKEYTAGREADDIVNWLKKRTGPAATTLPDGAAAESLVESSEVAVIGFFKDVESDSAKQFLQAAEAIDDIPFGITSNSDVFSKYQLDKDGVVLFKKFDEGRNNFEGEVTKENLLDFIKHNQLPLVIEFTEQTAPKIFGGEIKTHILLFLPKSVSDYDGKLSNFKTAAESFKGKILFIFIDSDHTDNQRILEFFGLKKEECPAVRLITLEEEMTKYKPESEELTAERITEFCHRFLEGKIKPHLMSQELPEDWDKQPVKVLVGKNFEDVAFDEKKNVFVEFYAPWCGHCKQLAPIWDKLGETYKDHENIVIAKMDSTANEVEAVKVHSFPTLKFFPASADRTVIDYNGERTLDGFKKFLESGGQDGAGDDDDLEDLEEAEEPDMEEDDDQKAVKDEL
iPSC survival up – increases survival of single human iPS cells; 0.044% of 360,000 active; survival enhancement, % at 20 µM; hiPSC single-cell survival, ATPlite luminescence; 100% = ROCK inhibitor wells, 0% = DMSO; in the data active = survival enhancement above about 18%;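 note: cells exposed to compounds for 16 hours before the ATP read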
aDG glyco up – alpha-DG glycosylation activation. 0.22% of 360,000 active. Pro5-aDG cells, alpha-DG glycosylation AlphaScreen (IIH6); 0% Pro5, 100% B10-LARGE cell signal. activation, % at 10 µM;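 active = activation of at least 8% versus controls, or a plate z-score of at least 8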;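 note: Pro5 are CHO cells carrying HIG-tagged alpha-DG that lacks glycosylation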
MITF TRPM1 inh – inhibitors of MITF-driven TRPM1 promoter in melanoma cells; 0.83% of 330,000 active; inhibition, % at 12.5 µM; SK-MEL-5 TRPM1 promoter luciferase, 24 h;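 active = mean inhibition across replicates of 60% or more, whatever share of single replicates reaches that level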; note: values of inactives mirror those of a sister screen read the other way
NR2E3 ag-1 – agonists of human nuclear receptor NR2E3; GST-NR2E3/biotin-RetCOR TR-FRET, 1536-well; inhibition of corepressor binding, % at 4.78 µM; 0.12% of 320,000 active; AID 2300;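 active = percent inhibition above the cutoff of mean plus 3 SD of all tested compounds, set per screening campaign, cut at about 20% in these data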;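 note: 0% = DMSO wells and 100% = biotin wells as full block of FRET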
Target sequence (Q9Y5X4 whole entry, looked up): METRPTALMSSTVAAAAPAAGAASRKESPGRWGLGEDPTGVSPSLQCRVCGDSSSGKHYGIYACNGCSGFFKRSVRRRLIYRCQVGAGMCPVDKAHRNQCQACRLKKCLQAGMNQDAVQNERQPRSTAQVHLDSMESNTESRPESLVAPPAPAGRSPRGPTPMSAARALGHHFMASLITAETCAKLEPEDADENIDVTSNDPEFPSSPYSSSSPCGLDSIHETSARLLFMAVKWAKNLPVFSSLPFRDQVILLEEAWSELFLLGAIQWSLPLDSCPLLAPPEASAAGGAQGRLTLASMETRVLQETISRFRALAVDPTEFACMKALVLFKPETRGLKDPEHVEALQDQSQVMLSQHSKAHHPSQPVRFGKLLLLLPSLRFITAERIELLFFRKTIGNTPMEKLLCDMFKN
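Test system – NR2E3–RetCOR corepressor complex · Quantity – NR2E3 fusion 1.35 nM · Buffer or medium – Tris pH 7.5 · Incubation – Compound–protein incubation for 5 h at 4 °C · Technique – TR-FRET, Eu(K)-anti-GST donor, streptavidin-D2 acceptor, ex 340, em 617/671 nm · Evaluation – percent inhibition of 671/617 nm emission ratio versus biotin and DMSO controls · Plate – 1536-well format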
Peg3 promoter – Peg3 promoter activity inhibition; inhibition, % at 20 µM; 1.7% of 360,000 active; HeLa PEG-Prom luciferase reporter, luminescence, overnight;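 active = inhibition of at least 50% at 20 µM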
CaV13 FRET inh – Disruptors of the CACNA1D IQ motif to Ca2+-dependent inactivation inhibitor domain association, primary screening, Förster resonance energy transfer in intact living …. HEK cells, CFP/YFP FRET ICDI-IQ, plate reader, 10 min; percent FRET-ratio fall versus neutral wells. inhibition, % at 12.3 µM. 0.098% of 340,000 active. AID 743397;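 active = mean replicate inhibition of at least 30% and at least 1% of replicates passing that level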;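 note: 0% = median of the neutral control wells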
NR2E3 ag-2 – activates human NR2E3 receptor; Q9Y5X4; CHO-S Gal4-NCOR/VP16-NR2E3 two-hybrid, luciferase; inhibition of corepressor binding, % at 3.98 µM; 0.35% of 360,000 active; AID 602229;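 active = inhibition above the mean of all tested compounds plus 3 SD, cut at about 70% in these data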;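 note: 0% = DMSO with NR2E3 transfected cells and 100% = cells lacking NR2E3 construct; higher means lower luciferase signal from less NR2E3 corepressor binding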
HIF-2a inh – inhibitors of HIF-2a. 786-0 RCC cells HIF-2a reporter, luciferase luminescence, overnight. inhibition, % at 18.8 µM. 0.72% of 360,000 active;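 active = inhibition of the luminescence signal of 40% or more relative to plate controls, in a single-dose primary screen at 18.75 µM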
The depositor's hits bear a star; . = no result given.

SMILES	Vif inh	Granule exo inh	PDI inh	iPSC survival up	aDG glyco up	MITF TRPM1 inh	NR2E3 ag-1	Peg3 promoter	CaV13 FRET inh	NR2E3 ag-2	HIF-2a inh
COc1ccc(NC(=O)C(=O)NCCC2=CCCCC2)c(OC)c1	-1	2	5	2.3	-0.2	-16	1	-8	-6	-27	-18
Cc1ccc(-n2ncc(Cl)c2C(=O)NCc2ccccc2)cc1	11	-4	1	0.0	-0.1	-61	-1	-240	-2	-52	-231
N=C1/C(=C/c2ccc(-c3cccc(C(=O)O)c3)o2)C(=O)N=C2SC=C(c3ccccc3)N12	-1	1	-4	3.5	-0.1	-2	3	-43	-73	-59	-15
Cc1ccc(C(=O)NC(C)c2ccc(-n3ccnc3)cc2)cc1S(=O)(=O)N1CCOCC1 (configuration not stated)	-2	2	8	0.0	-0.4	7	1	8	-6	-22	18
Cc1ccc(S(=O)(=O)NCCC2(C(C)C)CCOC(C)(C)C2)cc1 (configuration not stated)	-2	2	-3	-1.1	0.0	-11	4	3	-7	2	-7
NC(=O)C1CCCN(C(=O)c2ccc3nc(Cc4cccc(Cl)c4)oc3c2)C1 (configuration not stated)	8	-2	-3	-0.2	0.1	-12	3	-2	-5	-11	17
CCO[C@@H]1OC(C(=O)Nc2ccccc2)=C[C@H](c2ccc(Br)cc2)[C@H]1CCCO	1	5	8	-2.3	0.1	4	2	6	-11	-24	14
COc1cccc(/C=N/NC(=O)CCn2nnc3ccccc32)c1	19	0	3	-1.8	0.2	-17	-1	7	-4	1	-9
COc1ccc([C@H]2N[C@]3(CCCN(Cc4ccc(F)cc4)C3=O)[C@H]3C(=O)N(Cc4ccccc4)C(=O)[C@@H]23)cc1	.	-1	2	-1.4	0.2	.	.	2	-2	-21	10
Cc1cc(C)cc(OCC(=O)Nc2nc(-c3cccnc3)cs2)c1	-7	-3	-8	0.0	-0.1	10	-1	9	-5	-26	2
O=C(NCc1cccs1)c1ccc(Br)o1	3	-1	4	-0.8	-0.3	5	-4	-11	-1	-12	-13
O=C(NCCCN1CCOCC1)c1ccc2c(=O)n(Cc3ccc(Cl)cc3)c(=S)[nH]c2c1	-4	28	-1	-0.7	0.1	-32	0	30	-7	-12	0
CN(C)C(=O)c1cccc(-c2cc(NC=O)c3ncc(-c4ccc(F)cc4)n3c2)c1	.	4	2	-4.1	0.1	.	.	30	-5	20	-50
COc1ccccc1C1c2[nH]c3ccccc3c2C[C@H]2C(=O)N(C3CCN(Cc4ccccc4)CC3)CC(=O)N12 (some centres not stated)	-1	7	-3	-0.4	1.3	19	3	22	-3	-22	37
Cc1ccc(-c2nnn(CCOc3cccc(Br)c3)n2)cc1	0	-5	0	0.4	-0.3	10	2	-44	-7	-36	-52
Cc1cc(C)n(S(=O)(=O)c2cccc(Cl)c2Cl)n1	2	-2	1	0.6	0.2	-4	-1	12	-3	9	5
CCOC(=O)C(C)Oc1cccc2c(=O)n(CC(=O)NCc3ccc(F)cc3)ccc12 (configuration not stated)	-2	4	-7	-0.3	-0.1	.	-1	5	-16	-36	4
c1ccc(C[C@H]2CN=C(Nc3ccccc3)N2CCC2CCCC2)cc1	-5	4	1	-3.3	0.8	-28	1	5	-9	-27	-9
COc1ccc(NC(=O)CN(C)C(=O)CC2CCCCC2)cc1	-2	-2	-2	-0.2	0.2	7	-2	3	-6	5	2
Cc1cccc(-n2c(O)c(C=Nc3cccc(O)c3)c3ccccc3c2=O)n1	28	-3	5	-0.4	0.0	0	-1	1	3	16	-18

Of the compounds above, 2 have a furan ring, fused or not.
SMILES	Vif inh	Granule exo inh	PDI inh	iPSC survival up	aDG glyco up	MITF TRPM1 inh	NR2E3 ag-1	Peg3 promoter	CaV13 FRET inh	NR2E3 ag-2	HIF-2a inh
N=C1/C(=C/c2ccc(-c3cccc(C(=O)O)c3)o2)C(=O)N=C2SC=C(c3ccccc3)N12	-1	1	-4	3.5	-0.1	-2	3	-43	-73	-59	-15
O=C(NCc1cccs1)c1ccc(Br)o1	3	-1	4	-0.8	-0.3	5	-4	-11	-1	-12	-13

(further entries)
SMILES	Vif inh	Granule exo inh	PDI inh	iPSC survival up	aDG glyco up	MITF TRPM1 inh	NR2E3 ag-1	Peg3 promoter	CaV13 FRET inh	NR2E3 ag-2	HIF-2a inh
COC(=O)c1nnn(CC(=O)Nc2cccc(Cl)c2)c1C(=O)OC	12	4	3	-1.9	0.1	1	3	-4	-4	-15	7
Cc1ccc(Cn2c(C(=O)NCCCN3CCOCC3)cc3sccc32)cc1	-1	-1	-2	0.7	0.2	3	-1	-4	.	-38	-9
CC(=O)c1ccc(NC(=O)C(C)OC(=O)c2cccc(-n3cnnn3)c2)cc1 (configuration not stated)	12	-2	-8	0.6	-0.1	-1	-2	-7	-3	12	4
CCOC(=O)N1CCC(n2c(=S)[nH]c3ccccc3c2=O)CC1	-1	-2	7	0.1	0.2	-21	2	-4	.	5	20
Cc1ccc(NC(=O)CSCc2cc(=O)n3cc(C)sc3n2)c(C)c1	-9	-4	-10	-0.1	0.4	-9	0	10	-15	-2	11
CNC(=O)COC(=O)C1CCN(S(=O)(=O)c2ccc3c(c2)OCCO3)CC1	5	0	3	-0.1	0.0	-1	2	-7	-2	-16	9
C(=N\Nc1nn[nH]n1)/c1ccccc1	-16	4	-4	-0.5	0.2	4	2	12	-9	-6	7
CCOc1ccc(/C=N/Nc2cc(C)nc(N3CCOCC3)n2)cc1	2	20	1	-0.4	-0.2	-27	-3	-90	10	-12	-92
COc1ccc(S(=O)(=O)N2CCCCC2)cc1NC(=O)COC(=O)c1ccco1	-1	-2	-1	0.5	-0.3	-6	.	7	-3	11	15
COc1ccc(/C(O)=C2/C(=O)C(=O)N(c3ncccn3)C2c2ccc(F)cc2)cc1 (configuration not stated)	2	-4	-1	-0.8	0.1	-1	7	-4	-20	0	-9
CSc1ncc(C(=O)Nc2ccccc2C)c(C)n1	0	7	8	1.2	0.0	0	2	-5	-3	-22	-3
Cc1[nH][nH]c(=O)c1C(c1c(C)[nH][nH]c1=O)c1cn(C)c2ccccc12	0	1	-9	-1.5	0.1	3	.	6	4	10	10
CCOC(=O)c1cnc(Nc2nc3ccccc3o2)nc1CSC(=S)N(CC)CC	-1	0	8	0.8	-0.2	13	0	-53	-6	25	-45
CCOc1ccc(NC(=S)N2C3CCCC2CC(NC(=O)C2CC2)C3)cc1 (configuration not stated)	-7	-8	-8	-0.7	-0.1	0	3	-22	-4	-12	0
NC1=NC[C@@H](Cc2ccc(O)cc2)N1CC1CCCCC1	1	-9	-39	-0.5	0.0	-3	0	-15	-6	10	10
CSc1ccccc1NC(=O)CN1CCCCC1C (configuration not stated)	0	2	4	-2.7	0.1	8	4	15	-4	-8	12
CC1(C)OC(=O)C(=CSc2ccc(C(C)(C)C)cc2)C(=O)O1	-5	-2	-7	-0.2	-0.5	2	2	1	6	-14	6
COc1ccc(C2=NOC(Cn3nc(C(=O)NCc4ccco4)cc3-c3ccccc3)C2)cc1 (configuration not stated)	-9	16	-1	-1.3	-0.6	-2	-1	26	-4	-9	19
Cc1cc(/C=C2\NC(=S)NC2=O)c(C)n1-c1cccnc1	5	-3	-7	-0.5	-0.1	4	-8	-81	-4	-5	-94
CCOC1=C2CN(S(=O)(=O)c3ccc(C)cc3)[C@H](c3cccc4ccccc34)C[C@H]2[C@H]2C(=O)N(c3ccccc3)C(=O)[C@H]2C1	-3	-1	.	-0.9	-0.3	.	.	5	-6	-18	13
O=C(c1ccco1)N1CCN(C(=O)C2CCCN(S(=O)(=O)Cc3ccccc3)C2)CC1 (configuration not stated)	-8	1	9	-1.1	0.1	-17	1	8	-4	-20	12
CN(C(=O)C1CC1)C1CCS(=O)(=O)C1 (configuration not stated)	0	0	-6	-0.6	-0.2	3	-3	4	-2	15	7
Cc1nc2cc(NC(=O)C3COc4ccccc4O3)ccc2s1 (configuration not stated)	27	-8	0	-0.7	0.5	-84	2	-251	-5	-2	-292

Some of these compounds in order of length of the SMILES, falling:
SMILES	Vif inh	Granule exo inh	PDI inh	iPSC survival up	aDG glyco up	MITF TRPM1 inh	NR2E3 ag-1	Peg3 promoter	CaV13 FRET inh	NR2E3 ag-2	HIF-2a inh
COc1ccc(C2=NOC(Cn3nc(C(=O)NCc4ccco4)cc3-c3ccccc3)C2)cc1 (configuration not stated)	-9	16	-1	-1.3	-0.6	-2	-1	26	-4	-9	19
CC(=O)c1ccc(NC(=O)C(C)OC(=O)c2cccc(-n3cnnn3)c2)cc1 (configuration not stated)	12	-2	-8	0.6	-0.1	-1	-2	-7	-3	12	4
Cc1ccc(Cn2c(C(=O)NCCCN3CCOCC3)cc3sccc32)cc1	-1	-1	-2	0.7	0.2	3	-1	-4	.	-38	-9
Cc1cc(/C=C2\NC(=S)NC2=O)c(C)n1-c1cccnc1	5	-3	-7	-0.5	-0.1	4	-8	-81	-4	-5	-94
NC1=NC[C@@H](Cc2ccc(O)cc2)N1CC1CCCCC1	1	-9	-39	-0.5	0.0	-3	0	-15	-6	10	10
CSc1ncc(C(=O)Nc2ccccc2C)c(C)n1	0	7	8	1.2	0.0	0	2	-5	-3	-22	-3
CN(C(=O)C1CC1)C1CCS(=O)(=O)C1 (configuration not stated)	0	0	-6	-0.6	-0.2	3	-3	4	-2	15	7
